Salmonella PhoP GFP – PhoP regulon inhibitors, Salmonella typhi PhoP promoter GFP reporter, confirmatory (AID 1850); 310,000 compounds, 0.33% hits; Salmonella Typhi PhoP-promoter GFP reporter, fluorescence, 4 h; higher % means a stronger effect; inhibition, % at 50 µM; hits with a dose series show IC50 in µM; in the data active = a potency from the dose series; inconclusive = inhibition mostly from about 25% at the one dose, without a potency; inactive = the rest, 99 in 100 with inhibition below about 19%;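 also: 0% = induced wells with vehicle and 100% = uninduced wells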
tuberculosis growth – growth inhibition of non-replicating M. tuberculosis (AID 488890); Mycobacterium tuberculosis non-replicating, growth inhibition; higher % means a stronger effect; inhibition, % at 25 µM; hits with a dose series show IC50 in µM; 320,000 compounds, 0.39% hits; in the data active = a potency from the dose series; inconclusive = inhibition mostly from about 82% at the one dose, without a potency; inactive = the rest, 99 in 100 with inhibition below about 76%;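 also: plate controls were DMSO cells for no effect and high antibiotic wells for full effect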
M. tuberculosis HTS – M. tuberculosis growth inhibition, HTS (AID 449762); M. tuberculosis H37Rv growth inhibition, 7H9 media; higher % means a stronger effect; 330,000 compounds, 0.59% hits; inhibition, % at 25 µM, or IC50 in µM where a hit was titrated; in the data active = a potency from the dose series; inconclusive = inhibition above about 70% without an active follow-up result;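 also: bacterial growth assessed after seven days of incubation; strong numbers were not always called active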
influenza NS1A – H1N1 influenza NS1A inhibitors, functional cell based assay (AID 504329); NS1A functional cell-based assay, percent inhibition; higher % means a stronger effect; inhibition, % at 12.5 µM, or IC50 in µM where a hit was titrated; 340,000 compounds, 0.3% hits; in the data active = a potency from the dose series; inconclusive = inhibition above about 27% without an active follow-up result; also: strong numbers were not always called active
inhibitors of VEEV – inhibitors of VEEV TC-83 cytopathic effect, confirmation, Vero cells (AID 588727); 350,000 compounds, 0.13% hits; inhibition, % at 20 µM, or IC50 in µM where a hit was titrated; Vero cells, VEEV TC-83 cytopathic effect inhibition; higher % means a stronger effect; in the data active = a potency from the dose series; inconclusive = inhibition mostly from about 14% at the one dose, without a potency; inactive = the rest, 99 in 100 with inhibition below about 12%; also: strong numbers were not always called active
inhibitors of VEEV 10K pilot screen – second read-out of inhibitors of VEEV, no call of its own (marks repeat the call); inhibition, %; measured here: 10K pilot screen inhibition
Numbers without * were called inactive; i = inactive; ? = inconclusive; . = not tested or not shown.

SMILES	Salmonella PhoP GFP	tuberculosis growth	M. tuberculosis HTS	influenza NS1A	inhibitors of VEEV	others
Cc1ccc(-c2[nH]ncc2/C=N/n2c(COc3ccccc3)nc3ccccc3c2=O)cc1	-9%	2%	23%	-1%	11%
Cc1sc2nc(SCC(=O)NCCCO)n(-c3ccccc3)c(=O)c2c1C	2%	-17%	-8%	-4%	0.1%
CCCCN(CC)C(=O)Cc1ccccc1OC	7%	12%	-4%	-16%	i
CC(=O)OCCN1C(=O)c2cccc3cc([N+](=O)[O-])cc(c23)C1=O	-14%	?	?	.	.
O=CN(CCNc1ccccc1)c1ccccc1	.	.	.	1%	1.0%
CCOc1cc(C(=O)Nc2cc(C)ccc2OC)ccc1OCC(=O)N1CCCCC1	1%	16%	-2%	2%	7.4%
CSCCC(NC(=O)c1ccccc1Cl)C(=O)N1CCCCC1 (stereo unspecified)	.	2%	?	6%	0.9%
COc1ccc2c(c1)CCc1cn3ncc(C#N)c3nc1-2	-9%	4%	-2%	-1%	2.3%
CCC(=O)Nc1nonc1-c1nc2ccccc2n1Cc1cccc2ccccc12	10%	.	0%	-2%	i
CC(C)OC(=O)CSc1nnnn1-c1ccc2c(c1)OCCO2	3%	63%	0%	-12%	0.5%
COc1ccc(CCNC(=O)C2(C)CCC(=O)N2Cc2ccc(C)cc2)cc1OC (stereo unspecified)	7%	-9%	1%	-3%	i
Cc1cc(C)n(-c2nc3ccccc3nc2Nc2ccc3c(c2)OCO3)n1	.	30%	1%	5%	5.3%
COc1ccccc1NC(=O)c1ccc(C(=O)Nc2ccccc2OC)nc1	5%	1%	9%	-13%	0.3%
O=C(CSc1nc(=O)[nH]c2c1CCCC2)Nc1cc(C(F)(F)F)cc(C(F)(F)F)c1	4%	-3%	7%	-7%	2.3%
CC(C)(C)NC(=O)Cn1c(=O)n(CC(=O)NC(C)(C)C)c2ccccc21	8%	-6%	-4%	1%	3.3%
CCN(CC(=O)NCc1ccc(Cl)cc1)C(=O)CSc1ccccc1	3%	-1%	-12%	-6%	2.5%
COc1cc2[nH]c(C(=O)NCc3ccccc3)cc2c(OC)c1OC	1%	-1%	0%	3%	3.3%
COc1ccc(NC(=O)COc2ccc(C)cc2)c([N+](=O)[O-])c1	1%	11%	-4%	.	.
C/C(=N\NC(=O)C1CC1c1ccccc1)c1cccc([N+](=O)[O-])c1 (stereo unspecified)	0%	0%	-2%	-4%	0.1%
O=C1OC(c2ccccc2)=C/C1=C/N1CCOCC1	-7%	?	0%	7%	0.8%
Cc1cccnc1NC(=O)C(c1ccccc1)c1ccccc1	-4%	5%	-7%	13%	3.4%
COc1ccc(N2CCN(C(=O)CN=C3NS(=O)(=O)C(c4ccc(C)cc4)=C3C)CC2)cc1	-5%	-6%	-2%	23%	i	inhibitors of VEEV 10K pilot screen=2.0
CCCCn1nc(NC(=O)COC)c2cc3ccc(C)cc3nc21	12%	22%	12%	-27%	0.3%
COc1ccc(C(=O)C2CCCN(Cc3ccon3)C2)c(OC)c1 (stereo unspecified)	-4%	3%	-5%	3%	0.7%
O=C(CN1C(=O)c2ccccc2C1=O)Nc1nccs1	3%	6%	-3%	-3%	2.2%
COc1ccc(C(=O)Nc2ccc(S(=O)(=O)Nc3onc(C)c3C)cc2)cc1	3%	9%	6%	1%	0.8%
COc1ccc2oc(C(=O)OCC(=O)Nc3ccc(NC(C)=O)cc3)c(C)c2c1	7%	-17%	7%	0%	i
O=C(O)c1ccccc1C(=O)c1cccc2c(Br)cccc12	.	.	.	-7%	1.5%
NC(=O)c1ccccc1NC(=O)Cc1cccs1	-2%	2%	6%	-1%	1.1%
Cc1cc(C)cc(NC(=O)C2(c3cccs3)CCOCC2)c1	-3%	-9%	6%	16%	i	inhibitors of VEEV 10K pilot screen=0.5
CC(=O)Nc1cc2c3ccccc3ccc2c2ccccc12	.	.	.	-2%	0.2%
CCOC(=O)Cn1nc(C)c(NC(=O)COc2ccc(F)cc2F)c1C	4%	-8%	9%	-2%	i
O=C(N/C(=C/c1cn(-c2ccccc2)nc1-c1ccccc1)C(=O)N1CCOCC1)c1ccccc1	4%	-1%	5%	.	.
CCN(c1ccc(NC(=O)CCNC(=O)c2ccco2)cc1)C(C)C	0%	7%	-1%	-2%	0.3%
CCn1c2ccccc2c2nc3cc(C(=O)O)ccc3nc21	.	.	.	0%	3.9%
Cc1cc(C(=O)COC(=O)c2ccccc2NCCO)c(C)n1CC1CCCO1 (stereo unspecified)	-3%	20%	13%	3%	7.3%
Cc1ccccc1Nc1nc(N)nc(COC(=O)CCNS(=O)(=O)c2ccccc2)n1	4%	35%	37%	-1%	2.1%
Cc1nc2sc(C(c3cccs3)N3CCC(C(N)=O)CC3)c(O)n2n1 (stereo unspecified)	-2%	-42%	-12%	-2%	0.3%
Cc1ccc(Cn2c(=N)c(S(=O)(=O)c3ccc(C)cc3)cc3c(=O)n4ccccc4nc32)cc1	-35%	4%	10%	10%	0.6%
CCN1C(=O)CC(Sc2ccccc2N)C1=O (stereo unspecified)	-2%	-5%	0%	-21%	i
COc1ccc(-n2c(SCC(=O)N3CCCC3)nc3ccccc3c2=O)cc1	6%	-6%	2%	.	.
COc1ccccc1CNS(=O)(=O)c1ccc(C)cc1	0%	19%	-4%	6%	1.3%
CCN(C(=O)CSc1nc2n[nH]c(C)c2c(=N)n1-c1ccc(Cl)c(C)c1)c1cccc(C)c1	5%	54%	41%	4%	7.4%
COc1ccc(C(=O)NC(=S)NCc2ccc(-c3nc4ccccc4o3)cc2)cc1OC	-1%	62%	5%	-9%	3.4%
Cc1cc(CNC(=O)C(C)n2cc([N+](=O)[O-])cn2)c2ccccc2n1 (stereo unspecified)	1%	2%	0%	5%	i
CN1CCN(c2ccc(S(=O)(=O)N3CCCCC3)cc2NC(=O)c2ccc(C#N)cc2)CC1	2%	9%	0%	-12%	1.8%
CC(CN1CCCC1)OC(=O)c1ccccc1Cl (stereo unspecified)	-2%	6%	3%	-1%	0.9%
CC(C)(C)Cc1nnc(NS(C)(=O)=O)s1	-9%	-3%	-8%	-25%	0.9%
COc1ccccc1NC(=O)c1ccc(NC(=O)CSc2ncccn2)cc1	2%	56%	37%	-4%	1.6%
O=C(N/N=C/c1c(O)n(CCc2ccccc2)c(=O)[nH]c1=O)c1ccccc1	2%	28%	3%	.	3.5%
COc1ccc(CN2CCN(C(=O)c3ccco3)CC2)c(OC)c1OC	4%	-9%	-4%	.	i
Cc1ccc(SCCNC(=O)c2ccc(CN3CCOCC3)cc2)cc1	-1%	3%	-8%	-18%	0.2%	inhibitors of VEEV 10K pilot screen=1.1
CN1CCN(CC(=O)N2c3ccccc3C(C)(c3ccc(Cl)cc3)CC2(C)C)CC1 (stereo unspecified)	1%	67%	16%	5%	0.6%
CC(=O)n1c(=O)c2ccccc2c(=O)n1-c1ccccc1	4%	2%	4%	-1%	0.1%
CCOC(=O)c1c(S(=O)(=O)N2CCCC(C)C2)c(C)n(C)c1C (stereo unspecified)	-7%	-16%	-5%	6%	0.6%
CN(C)CC(C)(C)CNC(=S)Nc1cc(S(=O)(=O)N2CCOCC2)ccc1Cl	-1%	-2%	-3%	5%	1.4%
COc1ccc(/C=C(\C#N)C(=O)NCC(c2ccc(F)cc2)N2CCOCC2)cc1 (stereo unspecified)	8%	4%	-12%	-7%	0.2%
C[C@@H]1CCC[C@H](C)N1NC(=O)c1ccc(Cl)c(S(N)(=O)=O)c1	-2%	-10%	2%	-2%	0.7%
O=C(NCc1ccncc1)C1CCCN(S(=O)(=O)c2cc(Cl)ccc2Cl)C1 (stereo unspecified)	4%	10%	-3%	-3%	0.1%
O=C(CN1C(=O)CN=C(c2ccccc2Cl)c2cc(Cl)ccc21)NCc1ccco1	-2%	31%	-5%	3%	6.0%
Continuation:
SMILES	Salmonella PhoP GFP	tuberculosis growth	M. tuberculosis HTS	influenza NS1A	inhibitors of VEEV	others
CCOC(=O)CSc1nnc(NC(=O)c2cccc(S(=O)(=O)N3CCCCCC3)c2)s1	6%	46%	-3%	6%	0.9%
CN1CCC(OC(=O)c2cc3cc(Cl)cc(Cl)c3oc2=O)CC1	7%	4%	8%	-1%	1.5%
COC(=O)c1cccc(CN2C(=O)SC(Nc3ccccc3)C2=O)c1 (stereo unspecified)	3%	-18%	5%	-3%	3.5%
O=[N+]([O-])c1cc(S(=O)(=O)N2CCCCC2)ccc1NCCCN1CCOCC1	3%	2%	4%	-9%	0.7%
COc1ccc(CCNC(=O)c2ccc(CNc3c(N4CCOCC4)c(=O)c3=O)cc2)cc1OC	2%	-15%	-10%	-3%	0.8%
O=C(NCc1ccc2c(c1)OCO2)c1ccc(Cl)c(S(=O)(=O)N2CCOCC2)c1	-4%	14%	-11%	7%	i
Cc1ccc(-c2csc3ncnc(N4CCN(S(=O)(=O)c5cccs5)CC4)c23)cc1	.	35%	-4%	-8%	11%
O=C(COc1ccc2ccccc2c1Br)N1CCOCC1	-7%	-12%	-5%	7%	0.5%
CCOc1ccc(N2C(=O)CC(NCC#N)C2=O)cc1 (stereo unspecified)	4%	-8%	1%	-3%	0.3%
Cc1ccc(S(=O)(=O)N2CCOCC2)cc1C(=O)NC1CCSc2ccccc21 (stereo unspecified)	-1%	1%	-7%	-3%	1.6%
CC(C)c1nnc(NC(=O)C2CCN(C(=O)Nc3ccccc3)CC2)s1	7%	2%	-7%	6%	2.7%
COc1ccc(-c2cn(-c3ccccc3)nc2C(=O)O)cc1OC	2%	6%	9%	-9%	2.3%
O=C(O)CSc1c(O)c2ccccc2[nH]c1=O	-8%	5%	12%	3%	0.4%
O=C(Nc1ccc(OC(F)(F)F)cc1)c1ccc(S(=O)(=O)N2CCOCC2)o1	5%	27%	-4%	6%	0.7%
CC1(c2nnc(-c3ccc(Cl)cc3)o2)CC(c2c(Cl)cccc2Cl)=NO1 (stereo unspecified)	-15%	18%	2%	-2%	1.4%

Retrieved by structure from above:
SMILES	Salmonella PhoP GFP	tuberculosis growth	M. tuberculosis HTS	influenza NS1A	inhibitors of VEEV	others
O=[N+]([O-])c1cc(S(=O)(=O)N2CCCCC2)ccc1NCCCN1CCOCC1	3%	2%	4%	-9%	0.7%
CCOC(=O)CSc1nnc(NC(=O)c2cccc(S(=O)(=O)N3CCCCCC3)c2)s1	6%	46%	-3%	6%	0.9%
O=C(O)CSc1c(O)c2ccccc2[nH]c1=O	-8%	5%	12%	3%	0.4%

The listing picks up, repeating the 3 entries before the break.
SMILES	Salmonella PhoP GFP	tuberculosis growth	M. tuberculosis HTS	influenza NS1A	inhibitors of VEEV	others
O=C(O)CSc1c(O)c2ccccc2[nH]c1=O	-8%	5%	12%	3%	0.4%
O=C(Nc1ccc(OC(F)(F)F)cc1)c1ccc(S(=O)(=O)N2CCOCC2)o1	5%	27%	-4%	6%	0.7%
CC1(c2nnc(-c3ccc(Cl)cc3)o2)CC(c2c(Cl)cccc2Cl)=NO1 (stereo unspecified)	-15%	18%	2%	-2%	1.4%
CCOC(=O)c1nn(-c2ccc(F)cc2)c(-c2ccccc2)c1C(=O)c1ccccc1	-6%	5%	-4%	12%	0.1%
O=S(=O)(Nc1cc(S(=O)(=O)N2CCOCC2)ccc1NCC1CCCO1)c1ccc(F)cc1 (stereo unspecified)	.	3%	-10%	-6%	2.0%
C[N+]12CN3CN(CN(C3)C1)C2	86µM*	35%	3%	-4%	6.8%
Cc1ccccc1NC(=O)Cc1nc(COC(=O)c2cccc([N+](=O)[O-])c2)cs1	-8%	53%	-6%	-12%	3.8%
C=CCSc1nnc2c(n1)OC(c1cccnc1)Nc1ccccc1-2 (stereo unspecified)	13%	11%	-5%	24%	1.6%
COC(=O)[C@@H](Cc1ccccc1)NS(=O)(=O)N[C@H](Cc1ccccc1)C(=O)OC	.	.	.	4%	0.2%
COc1cc(/C=N/N=C(/N)c2nonc2N)cc(Br)c1OCc1ccccc1C	0%	-7%	62%	4%	i
CC(NC(=O)C(C)(C)C)c1nc2ccccc2n1C (stereo unspecified)	-12%	7%	13%	2%	1.5%
CN1CCN(CCCNC(=O)CCCOc2cc(=O)n(C)c3ccccc23)CC1	6%	-15%	-4%	-3%	i
Nc1ccc2c(c1)C(=O)c1ccc(Br)cc1-2	.	.	.	23%	i
COc1ccc2c(c1)c(C(=O)N/N=C/c1ccc(Cl)cc1)c(C)n2C	-1%	-4%	3%	-3%	1.3%
O=C1CCCN1CCCNc1ncnc2sccc12	6%	34%	0%	2%	0.9%
CC1CCCC(C)N1C(=O)CSc1nnnn1Cc1ccccc1 (stereo unspecified)	0%	0%	-8%	3%	0.1%
CC(C)[C@]12CC(=O)[C@H](C)[C@H]1C2	.	2%	-11%	6%	1.4%

Outcome played no part in choosing rows. Share with any hit: about 1.6%.
